Bioassay records (PubChem BioAssay)
Growth percent in the NCI-60 one-dose screen (48 h, 10 µM unless noted): 100 = growth as untreated, 0 = no growth, -100 = all killed.
SW-620: SW-620 colon cancer | 82,000 compounds, 5.2% hits | AID 1794795
KM12: KM12 colon cancer cells | 82,000 compounds, 5% hits | AID 1794800
HCT-15: HCT-15 colon cancer; 82,000 compounds, 5.2% hits; AID 1794746
A498: A498 renal cancer cells | AID 1794774 | 76,000 compounds, 5.4% hits
HCC-2998: HCC-2998 colon cancer. 79,000 compounds, 4.7% hits. AID 1794799
HT29: HT29 colon cancer. 81,000 compounds, 7.4% hits
HCT-116: HCT-116 colon cancer. 82,000 compounds, 7.3% hits
SNB-75: SNB-75 CNS cancer | 79,000 compounds, 5% hits | AID 1794750
COLO 205: COLO 205 colon cancer | 79,000 compounds, 7.3% hits | AID 1794742
* = called active by the depositor; & = joins results of further samples; [ ] = remark or other dose. Rule for the calls: active = growth percent below 10; inactive = the rest.

`CC(C)=N/N=C1/NC(=O)C(c2ccccc2)S1` (configuration not stated) gave SW-620 104, KM12 107, HCT-15 103, HCC-2998 112, HT29 115, HCT-116 105, SNB-75 95 and COLO 205 113.
For CCOC(=O)c1c(C)nc2c(c1N)CC(=O)N2Cc1cc(F)cc(Cl)c1 the results were SW-620 103, KM12 97, HCT-15 81, A498 77, HCC-2998 113, HT29 77, HCT-116 80, SNB-75 72 and COLO 205 121.
Screening CC(=O)OCC(=O)[C@@]1(O)CC[C@H]2[C@@H]3C[C@H](F)C4=CC(=O)CC[C@]4(C)[C@H]3[C@@H](O)C[C@@]21C returned SW-620 102, KM12 104, HCT-15 104, A498 100, HCC-2998 118, HT29 103, HCT-116 105, SNB-75 113 and COLO 205 99.
Nc1nc(-c2ccccc2)nc2[nH]nc(NCc3ccccn3)c12 was read as SW-620 103, KM12 103, HCT-15 97, HCC-2998 102, HT29 102, HCT-116 101 and SNB-75 92.
`O=C(/C=C/C(=O)Nc1ccc(F)cc1F)Nc1ccc(F)cc1F` gave SW-620 106&108, KM12 103&108, HCT-15 92&92, A498 126&115, HCC-2998 121&124, HT29 122&113, HCT-116 106&97, SNB-75 103&79 and COLO 205 114&120.
Screening CC1(C)CC[C@]2(C(N)=O)CC[C@]3(C)[C@H](C(=O)C[C@@H]4[C@@]5(C)CCC(=O)C(C)(C)[C@@H]5CC[C@]43C)[C@@H]2C1 returned SW-620 104, KM12 93, HCT-15 97, HCC-2998 101, HT29 91, HCT-116 96, SNB-75 92 and COLO 205 92.
`O=C(CCCCCCNC(=O)C(O)(O)C(F)(F)F)Nc1ccc(Br)cc1` gave SW-620 3.8*, KM12 14, HCT-15 21, A498 -14*, HCC-2998 1.9*, HT29 2.2*, HCT-116 -6.8*, SNB-75 34 and COLO 205 -61*.
For C=CCN1CCN(C(=S)SCc2cc(=O)oc3ccc(C)cc23)CC1 the results were SW-620 106, KM12 100, HCT-15 97, A498 93, HCC-2998 113, HT29 107, HCT-116 95 and COLO 205 114.
`CCOC(=O)C1=C(N)Oc2c(sc3c(C)cccc23)C1c1ccc(OC)cc1` (configuration not stated) gave SW-620 20, KM12 27, HCT-15 22, A498 4.9*, HCC-2998 74, HT29 85, HCT-116 18, SNB-75 -3.6* and COLO 205 118.
Screening CC(C)(C)[Si](C)(C)OC1[C@@H](COC(=O)NC(=O)CCl)O[C@@H](n2cnc3c(N)ncnc32)[C@H]1O[Si](C)(C)C(C)(C)C (some centres not stated) returned SW-620 -22*, KM12 20, HCT-15 12, A498 105, HCC-2998 56, HT29 32, HCT-116 11, SNB-75 101 and COLO 205 27.
For COc1cc2nc(Cl)nc(N3CCN(S(=O)(=O)c4ccc(C)cc4)CC3)c2cc1OC the results were SW-620 115, KM12 110, HCT-15 102, A498 122, HCC-2998 115, HT29 114, HCT-116 104, SNB-75 93 and COLO 205 121.
For CC(=C(c1ccc(OCCN2CCOCC2)cc1)c1ccc(OCCN2CCOCC2)cc1)c1ccc(Cl)cc1 the results were SW-620 94, KM12 97, HCT-15 72, HCC-2998 113, HT29 45, HCT-116 47, SNB-75 86 and COLO 205 102.
For CCCCCCCCCCCCCCn1cc(C=C2C(=O)NC(=S)NC2=O)c2cc(Br)ccc21 the results were SW-620 100, KM12 104, HCT-15 103, A498 96, HCC-2998 104, HT29 107, HCT-116 103, SNB-75 93 and COLO 205 120.
For COc1ccc(/C=C2\N=C3SC=C(N)N3C2=O)cc1 the results were SW-620 22, KM12 47, HCT-15 21, A498 5.7*, HCC-2998 41, HT29 9.1*, HCT-116 -6.9*, SNB-75 25 and COLO 205 13.
For Cc1c(Cl)cccc1-n1cc(CN2C(=O)C3CCCN3C(=O)c3ccccc32)nn1 (configuration not stated) the results were SW-620 100, KM12 108, HCT-15 106, A498 112, HCC-2998 107, HT29 110, HCT-116 102, SNB-75 82 and COLO 205 108.
For S=c1[nH]c(=S)c2[nH]cnc2[nH]1 the results were SW-620 116, KM12 102, HCT-15 103, A498 90, HCC-2998 96, HT29 95, HCT-116 93 and SNB-75 93.
Screening COc1cc2oc(-c3cccc(C(=O)Nc4ccc(Cl)cc4)c3)cc(=O)c2c(OCC(=O)NCC(=O)OC(C)(C)C)c1OC returned SW-620 101, KM12 100, HCT-15 92, A498 97, HCC-2998 125, HT29 112, HCT-116 92, SNB-75 67 and COLO 205 100.
`Cc1ccc(S(=O)(=O)O)c2ccccc12` gave SW-620 97, KM12 104, HCT-15 101, A498 95, HCC-2998 115, HT29 108, HCT-116 102, SNB-75 129 and COLO 205 99.
`COc1cc2oc(-c3cccc(NC(=O)c4cc(NC(=O)[C@H](C)N)ccc4C)c3)cc(=O)c2c(OC)c1OC` gave SW-620 109, KM12 104, HCT-15 98, A498 88, HCC-2998 106, HT29 116, HCT-116 89, SNB-75 101 and COLO 205 109.
Screening CN1CCN(c2ccc(/C=N/Nc3nc4ccccc4c(=O)n3-c3ccccc3)cc2)CC1 returned SW-620 100, KM12 100, HCT-15 99, A498 90, HCC-2998 103, HT29 100, HCT-116 99, SNB-75 95 and COLO 205 103.
Screening COc1cc2cc3c(nc2cc1OC)CCN3Cc1ccc(NC(=O)Nc2ccccc2)cc1 returned SW-620 103, KM12 105, HCT-15 83, A498 51, HCC-2998 101, HT29 106, HCT-116 83, SNB-75 53 and COLO 205 114.
For Cc1cc2ccccc2c[n+]1CCC1CCCCC1 the results were SW-620 91, KM12 65, HCT-15 116, A498 64, HCC-2998 76, HT29 70, HCT-116 70 and COLO 205 95.
For O=C(c1nnc(Nc2ccc([N+](=O)[O-])cc2)o1)c1c[nH]c2ccccc12 the results were SW-620 104, KM12 41, HCT-15 50, A498 106, HCC-2998 49, HT29 104, HCT-116 82, SNB-75 86 and COLO 205 98.
Screening COc1ccccc1CNCCCN1C(=O)c2ccc3c4c(ccc(c24)C1=O)C(=O)N(CCCNCCCCNCCCCN)C3=O returned SW-620 3.0*, KM12 5.5*, HCT-15 31, A498 9.0*, HCC-2998 -4.9*, HT29 1.6*, HCT-116 3.3*, SNB-75 -38* and COLO 205 -45*.
For CN(c1ccccc1)c1ncnc2c1ncn2C the results were SW-620 98, KM12 108, HCT-15 102, A498 88, HT29 102, HCT-116 104, SNB-75 93 and COLO 205 105.
COc1cc(CC2=C(N(C)c3ccccc3)COC2=O)cc(OC)c1OC was read as SW-620 98, KM12 103, HCT-15 95, A498 78, HCC-2998 104, HT29 109, HCT-116 100, SNB-75 91 and COLO 205 107.
Screening CCCC(=O)Nc1ccc(C)cc1 returned SW-620 105, KM12 111, HCT-15 105, A498 89, HCC-2998 94, HT29 105, HCT-116 109, SNB-75 100 and COLO 205 110.
`CCc1ccc(Nc2ncnc3sc4c(c23)CCN(Cc2ccccc2)C4)cc1` gave SW-620 94, KM12 97, HCT-15 70, HCC-2998 104, HT29 106, HCT-116 95, SNB-75 107 and COLO 205 115.
`COc1cc(CNc2oc(-c3ccccc3)c(-c3ccccc3)c2C#N)cc(CN2CCCC2)c1O` gave SW-620 99, KM12 109, HCT-15 88, A498 73, HCC-2998 123, HT29 103, HCT-116 79, SNB-75 95 and COLO 205 112.
For Nc1n[nH]c2cccc(C#Cc3cccc(NC(=O)c4cc(F)cc(C(F)(F)F)c4)c3)c12 the results were SW-620 63, KM12 83, HCT-15 74, A498 57, HCC-2998 71, HT29 48, HCT-116 30, SNB-75 99 and COLO 205 84.
`CCCCOCC(=O)NC(NP(=O)(N(C)C)N(C)C)C(Cl)(Cl)Cl` (configuration not stated) gave SW-620 108, KM12 133, HCT-15 140, A498 118, HCC-2998 103, HT29 122, HCT-116 97, SNB-75 106 and COLO 205 109.
Screening O=C1OC(=O)c2cc([N+](=O)[O-])ccc21 returned SW-620 98, KM12 104, HCT-15 105, A498 93, HCC-2998 110, HT29 91, HCT-116 96, SNB-75 86 and COLO 205 119.
Screening CCC1(C)C=C2CCC3C(C)(C(=O)O)CCCC3(C)C2CC1 (configuration not stated) returned SW-620 106, KM12 112, HCT-15 105, A498 47, HCC-2998 107, HT29 108, HCT-116 100, SNB-75 90 and COLO 205 110.
COc1c(Br)cc(CO)c([N+](=O)[O-])c1OC was read as SW-620 105, KM12 101, HCT-15 103, HCC-2998 95, HT29 98, HCT-116 102, SNB-75 103 and COLO 205 109.
`CCN(CC)CCOCCOC(=O)c1ccc(N)cc1` gave SW-620 105, KM12 108, HCT-15 103, A498 92, HCC-2998 101, HT29 117, HCT-116 110, SNB-75 112 and COLO 205 118.
For CCCCn1cnc2c(SCc3ccc(Cl)cc3)nc(N)nc21 the results were SW-620 91, KM12 93, HCT-15 80, A498 39, HT29 84, HCT-116 84, SNB-75 83 and COLO 205 96.
`CC1(C)CC[C@]2(C(=O)Nc3ccccc3)CC[C@]3(C)C(=CC[C@@H]4[C@@]5(C)CC[C@H](N)C(C)(C)[C@@H]5CC[C@]43C)[C@H]2C1` gave SW-620 8.6*, KM12 36, HCT-15 -71*, A498 131, HCC-2998 -64*, HT29 22, HCT-116 -99*, SNB-75 96 and COLO 205 -36*.
Screening CCCCCCCn1cc2c(NCCc3ccccc3)ncnc2n1 returned SW-620 93, KM12 97, HCT-15 96, A498 95, HCC-2998 116, HT29 118, HCT-116 97, SNB-75 91 and COLO 205 129.
Screening COc1cc(C2CC(=O)Nc3ccsc32)cc(OC)c1OC (configuration not stated) returned SW-620 121, KM12 104, HCT-15 100, A498 51, HCC-2998 99, HT29 98, HCT-116 109, SNB-75 94 and COLO 205 117.
`COc1ccc(-c2cc(-c3ccc(Nc4nc(Nc5ccc(Cl)cc5)nc(Nc5ccc(Cl)cc5)n4)cc3)nc(N)c2C#N)cc1` gave SW-620 -3.9*, KM12 28, HCT-15 11, A498 66, HCC-2998 -8.8*, HT29 2.3*, HCT-116 20, SNB-75 -74* and COLO 205 5.3*.

Compounds from the list above that contain fluorine, in the order listed:
For CCOC(=O)c1c(C)nc2c(c1N)CC(=O)N2Cc1cc(F)cc(Cl)c1 the results were SW-620 103, KM12 97, HCT-15 81, A498 77, HCC-2998 113, HT29 77, HCT-116 80, SNB-75 72 and COLO 205 121.
Screening CC(=O)OCC(=O)[C@@]1(O)CC[C@H]2[C@@H]3C[C@H](F)C4=CC(=O)CC[C@]4(C)[C@H]3[C@@H](O)C[C@@]21C returned SW-620 102, KM12 104, HCT-15 104, A498 100, HCC-2998 118, HT29 103, HCT-116 105, SNB-75 113 and COLO 205 99.
`O=C(/C=C/C(=O)Nc1ccc(F)cc1F)Nc1ccc(F)cc1F` gave SW-620 106&108, KM12 103&108, HCT-15 92&92, A498 126&115, HCC-2998 121&124, HT29 122&113, HCT-116 106&97, SNB-75 103&79 and COLO 205 114&120.
`O=C(CCCCCCNC(=O)C(O)(O)C(F)(F)F)Nc1ccc(Br)cc1` gave SW-620 3.8*, KM12 14, HCT-15 21, A498 -14*, HCC-2998 1.9*, HT29 2.2*, HCT-116 -6.8*, SNB-75 34 and COLO 205 -61*.
For Nc1n[nH]c2cccc(C#Cc3cccc(NC(=O)c4cc(F)cc(C(F)(F)F)c4)c3)c12 the results were SW-620 63, KM12 83, HCT-15 74, A498 57, HCC-2998 71, HT29 48, HCT-116 30, SNB-75 99 and COLO 205 84.

Next section:
Screening N#Cc1c(-c2ccc(Cl)cc2Cl)c(C#N)c(=O)n(-c2nccs2)c1N returned SW-620 98, KM12 100, HCT-15 101, A498 95, HCC-2998 101, HT29 99, HCT-116 94, SNB-75 86 and COLO 205 102.
For O=C1NN=CN2c3ccc(Br)cc3CC(O)CC12 (configuration not stated) the results were SW-620 103, KM12 104, HCT-15 106, A498 88, HCC-2998 109, HT29 98, HCT-116 98, SNB-75 94 and COLO 205 110.
C=CCC(O)c1ccc(OC)c(OC)c1 (configuration not stated) was read as SW-620 114, KM12 106, HCT-15 104, A498 106, HCC-2998 98, HT29 89, HCT-116 100, SNB-75 81 and COLO 205 103.
For COc1c2c(cc3c1c(=O)c1ccc(O)c(OC)c1n3C)OCO2 the results were SW-620 102, KM12 100, HCT-15 100, A498 108, HCC-2998 98, HT29 101, SNB-75 96 and COLO 205 93.
Cc1ccc(C(=O)Nc2ccc(C(=O)NC(=S)Nc3ccc(C(=O)O)cc3)cc2)cc1 was read as SW-620 85[100 µM], KM12 79[100 µM], HCT-15 83[100 µM], A498 79[100 µM], HCC-2998 84[100 µM], HT29 82[100 µM], HCT-116 84[100 µM], SNB-75 71[100 µM] and COLO 205 91[100 µM].
`CC(CN1CCCCC1)C(=O)c1ccccc1` (configuration not stated) gave SW-620 104, KM12 105, HCT-15 107, A498 84, HCC-2998 119, HT29 101, HCT-116 112, SNB-75 101 and COLO 205 108.
For O=C(O)c1cc(O)c(O)c(OC(=O)c2cc(O)c(O)c(O)c2)c1 the results were SW-620 97, KM12 107, HCT-15 95, A498 93, HCC-2998 96, HT29 88, HCT-116 101, SNB-75 97 and COLO 205 109.
For CCCCc1nc(Cl)c(C2CC(c3cc(OC)c(OC)c(OC)c3)=NN2c2ccc(Cl)cc2)[nH]1 (configuration not stated) the results were SW-620 98, KM12 93, HCT-15 93, A498 97, HCC-2998 111, HT29 96, HCT-116 85, SNB-75 95 and COLO 205 101.
For Brc1cc(Br)c(OCC2CO2)c(Br)c1 (configuration not stated) the results were SW-620 94, KM12 99, HCT-15 98, A498 82, HCC-2998 88, HT29 105, HCT-116 94, SNB-75 84 and COLO 205 98.
Screening O=c1oc2c(cnc3ccccc32)cc1-c1cccc(Cl)c1 returned SW-620 106, KM12 110, HCT-15 101, A498 83, HCC-2998 109, HT29 108, HCT-116 105, SNB-75 96 and COLO 205 118.
O=C(CC1(O)C(=O)Nc2ccc(F)cc21)c1cc2ccccc2oc1=O (configuration not stated) was read as SW-620 106, KM12 104, HCT-15 98, A498 156, HCC-2998 119, HT29 117, HCT-116 106, SNB-75 94 and COLO 205 120.
